# High-throughput results (PubChem BioAssay)
# BCLXL inh: Bcl-xL (human) inhibition. inhibition, % at 10.9 µM. Q07817. 0.7% of 320,000 active. AID 2129. GST-Bcl-xL / FITC-Bim BH3 peptide fluorescence polarization;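 active means inhibition above the mean of all tested compounds plus 3 SD, cutoff set per campaign, cut at about 30% in these data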;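 further: 0% = DMSO wells and 100% = unlabeled Bim-BH3 peptide competitor; inhibitors lower millipolarization by displacing the labeled peptide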
# AHR act: activates the human aryl hydrocarbon receptor; P35869; AHR-responsive luciferase reporter cells, luminescence; activation, % at 5 µM; 2.5% of 320,000 active; AID 2796; in the data active means activation above about 47%;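 further: 0% = vehicle wells and 100% = reference agonist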
# PME-1 inh: PME-1 (human) inhibition. Q9Y570. recombinant PME-1, FP-Rh probe fluorescence polarization. inhibition, % at 5.9 µM. 0.53% of 320,000 active. AID 2130;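 active means inhibition above the campaign mean of all compounds plus 3 SD, cut at about 26% in these data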;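 further: competitive labeling of PME-1 active site by serine hydrolase directed probe; 0% = PME-1 with DMSO and 100% = wells lacking PME-1 enzyme; inhibitors block probe labeling so polarization falls and inhibition rises; many of its hits are not listed in these tables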
# Target sequence (Q9Y570 whole entry, looked up): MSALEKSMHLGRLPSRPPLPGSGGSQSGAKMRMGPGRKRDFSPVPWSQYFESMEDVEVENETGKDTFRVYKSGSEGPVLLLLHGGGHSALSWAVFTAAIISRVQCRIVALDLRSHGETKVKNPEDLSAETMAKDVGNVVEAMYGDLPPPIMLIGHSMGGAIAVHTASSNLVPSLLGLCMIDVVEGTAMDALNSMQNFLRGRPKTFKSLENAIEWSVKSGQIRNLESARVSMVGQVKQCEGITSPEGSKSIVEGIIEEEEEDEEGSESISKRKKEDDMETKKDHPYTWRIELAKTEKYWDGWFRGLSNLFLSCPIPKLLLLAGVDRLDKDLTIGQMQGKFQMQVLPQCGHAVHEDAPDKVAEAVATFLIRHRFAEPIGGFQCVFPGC
# Fam108B inh: blocks mouse Fam108B hydrolase in RBBP9 counter-screen | AID 1947 | inhibition, % at 9.51 µM | recombinant Fam108B, FP-Rh probe fluorescence polarization | 0.33% of 300,000 active;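 active means inhibition above the screen mean inhibition plus 3 SD, computed separately per campaign, cut at about 18% in these data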;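 further: inhibitors lower polarization as less probe binds the enzyme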
# GLD-1 TGE inh: GLD-1-TGE RNA interaction inhibition (C. elegans); Q17339; purified GLD-1 + fluorescein TGE RNA, fluorescence polarization; inhibition, % at 5.96 µM; 0.44% of 320,000 active;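 active means percent inhibition above a per-plate cutoff, the plate mean of test compounds plus 3 SD, cut at about 30% in these data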;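 further: 0% = DMSO wells with GLD-1 and probe and 100% = wells lacking GLD-1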
# MEX-5 binding: C. elegans MEX-5 TCR-2 RNA binding activity; Q9XUB2; MEX-5/FITC-TCR2 RNA binding, fluorescence polarization; hits give low values; activity score (negative = inhibition of binding), % at 10 µM; 0.38% of 300,000 active; AID 1832;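 active means inhibition past about -25% in most replicates, and total fluorescence under double the plate's negative control median, limit read from the data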;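 further: 0% = DMSO and -100% = 5 µM competing unlabeled TCR2 RNA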
# PAFAH1B2 inh: inhibitors of human PAFAH1B2; 1.2% of 340,000 active; P68402; AID 492953; inhibition, % at 3.39 µM; recombinant PAFAH1B2, FP-rhodamine activity probe, fluorescence polarization;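 active means inhibition above the mean of all tested compounds plus 3 SD, cut at about 24% in these data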;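 further: 0% = enzyme with DMSO and 100% = wells lacking PAFAH1B2; many of its hits are not listed in these tables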
# Target sequence (P68402 whole entry, looked up): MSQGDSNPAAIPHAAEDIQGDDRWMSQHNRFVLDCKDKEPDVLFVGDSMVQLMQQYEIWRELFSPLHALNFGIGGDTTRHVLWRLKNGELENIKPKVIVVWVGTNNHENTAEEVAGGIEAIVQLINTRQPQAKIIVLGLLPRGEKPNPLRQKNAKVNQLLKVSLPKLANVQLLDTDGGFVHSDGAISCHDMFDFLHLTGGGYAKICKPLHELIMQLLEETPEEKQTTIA
# MCL1 BIM primary: inhibitors of human MCL1 binding to BIM-BH3 peptide | Q07820 | GST-MCL1 / FITC-Bim-BH3 fluorescence polarization | inhibition, % at 10.9 µM | 0.68% of 320,000 active | AID 2057;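 active means inhibition above the mean inhibition of all tested compounds plus 3 SD, set per campaign, cut at about 40% in these data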;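 further: 0% = DMSO wells and 100% = unlabeled Bim-BH3 peptide control; higher means more loss of mP so more displacement of Bim peptide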
# Target sequence (Q07820 whole entry, looked up): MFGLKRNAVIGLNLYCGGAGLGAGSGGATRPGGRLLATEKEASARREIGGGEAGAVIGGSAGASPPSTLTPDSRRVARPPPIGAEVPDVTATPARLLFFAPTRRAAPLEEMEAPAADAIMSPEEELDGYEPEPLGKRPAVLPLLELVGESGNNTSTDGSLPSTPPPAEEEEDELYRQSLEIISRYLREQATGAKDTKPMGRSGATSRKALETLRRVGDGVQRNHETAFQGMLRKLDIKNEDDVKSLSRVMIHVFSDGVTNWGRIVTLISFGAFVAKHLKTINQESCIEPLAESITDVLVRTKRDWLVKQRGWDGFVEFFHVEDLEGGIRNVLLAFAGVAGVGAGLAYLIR
# pPAFAH inh: inhibitors of human plasma PAF acetylhydrolase (pPAFAH) | 1.5% of 330,000 active | Q13093 | recombinant pPAFAH, FP-rhodamine probe fluorescence polarization | inhibition, % at 3.39 µM;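 active means inhibition above the mean inhibition across the screen plus 3 SD, cut at about 25% in these data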;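 further: inhibitors block binding of the rhodamine activity-based probe so polarization drops; 0% = enzyme with DMSO and 100% = wells lacking pPAFAH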
# * = called active by the depositor; . = not tested or not shown. An excerpt; count on the stated rates, not on these rows.
no.	Molecule	PME-1 inh	MCL1 BIM primary	Fam108B inh	MEX-5 binding	BCLXL inh	pPAFAH inh	AHR act	GLD-1 TGE inh	PAFAH1B2 inh
1	Cc1cc(C)c(NC(=O)CNC(=O)COC(=O)CNC(=O)c2ccc(Cl)cc2Cl)c(C)c1	-6	-6	7	-1.3	2	5	0	6	1
2	CCc1ccc(N2CC(C(=O)N3CCN(c4ccccn4)CC3)CC2=O)cc1 (stereo unspecified)	4	-7	-1	-0.7	-3	1	-1	-6	4
3	COc1ccc(NC(=O)CN(C)C(=O)c2cc3c(s2)CCC(C)C3)cc1 (stereo unspecified)	2	2	-1	4.5	4	-2	1	-1	2
4	COC1CCCCC1NS(=O)(=O)c1ccc(Cl)cc1 (stereo unspecified)	1	1	0	2.6	3	4	2	-2	0
5	COc1ccc(C=O)cc1COc1ccccc1F	-3	-5	-4	0.1	0	8	4	-1	5
6	O=C(O)COc1ccc(/C=N/NC(=O)C2CCCN2S(=O)(=O)c2ccc(Cl)cc2)cc1 (stereo unspecified)	-4	-15	-5	-0.8	-7	5	6	3	1
7	O=Cc1c[nH]c2ccc(S(=O)(=O)N3CCOCC3)cc12	-3	-2	7	0.8	0	2	-1	0	2
8	CCOc1ccccc1NC(=O)c1ccc(S(=O)(=O)N2CCOCC2)cc1	3	-3	6	1.8	-3	0	14	-2	6
9	Cc1ccc(C2CC(=O)C(C=NCCN3CCN(C(=S)Nc4ccccc4)CC3)=C(O)C2)cc1 (stereo unspecified)	2	7	-2	-3.3	-1	1	-2	15	-3
10	COC(=O)c1cc2c(cc1NC(=O)CSCCc1ccccn1)OCO2	-3	26	-2	-7.5	31*	6	-1	-8	0
11	Nc1nc2ccc(C(=O)Nc3ccccc3)cc2s1	-6	4	5	0.2	3	-3	100*	9	1
12	CCc1nnc(NC(=O)CSc2nnc(-c3ccoc3C)n2-c2cccc(C)c2)s1	-2	5	1	1.0	2	0	8	6	6
13	Cc1ccc(C)c(NC(=O)CN(C)C(=O)c2nn(C)c(=O)c3ccccc23)c1	-1	-2	-4	2.2	2	-1	5	9	9
14	CCOC(=O)C1CCN(c2ncnc3c2cnn3-c2ccccc2)CC1	0	4	2	1.7	7	7	-6	5	-1
15	CCCC(c1nnnn1C1CCCC1)N1CCN(C(=O)c2ccco2)CC1 (stereo unspecified)	1	2	6	1.7	8	2	2	9	4
16	COc1cc(CN2CCCC(CCC(=O)NCc3ccc(C)o3)C2)cc2c1OCO2 (stereo unspecified)	6	6	-1	0.2	1	3	2	5	1
17	CCCCCCCN1CCN=C1Nc1ccccc1	7	1	1	.	0	5	1	-5	-3
18	CN1CCN(c2nc3ccccc3nc2C(C#N)S(=O)(=O)c2ccccc2)CC1 (stereo unspecified)	1	6	1	2.0	8	6	-1	7	.
19	COc1ccccc1C(=O)NCC(=O)OCC(=O)NNC(=O)c1ccc(Br)cc1	.	.	.	.	.	0	1	-2	4
20	Nc1c(C(=O)CSc2nncn2-c2ccccc2)c(=O)[nH]c(=O)n1C1CC1	3	10	.	.	-3	2	-2	6	7

no.	Molecule	PME-1 inh	MCL1 BIM primary	Fam108B inh	MEX-5 binding	BCLXL inh	pPAFAH inh	AHR act	GLD-1 TGE inh	PAFAH1B2 inh
21	COc1ccc(Cn2c(O)c(C=Nc3ccccc3C(=O)O)c3ccccc3c2=O)cc1	0	-2	12	-1.0	0	27*	-3	-4	4
22	CC1(C)CC2CC(C)(CN2C(=O)c2cccs2)C1 (stereo unspecified)	2	12	1	-0.6	6	0	-1	-3	19
23	CCN(CC)c1ccc(-c2nn3c(-c4ccccc4OC)nnc3s2)cc1	28*	1	5	-1.0	2	25*	45	10	5
24	CCOC(=O)Cc1csc(NC(=O)Nc2ccc(F)cc2)n1	9	3	-3	0.5	3	0	2	7	3
25	CC(C)C1(CCNC(=O)c2cccs2)CCOC(C)(C)C1 (stereo unspecified)	2	-1	-2	-2.3	2	1	6	1	6
26	Cc1cccc(OCC(=O)N2CCOCC2)c1	-3	0	5	.	5	-2	5	6	0
27	COc1ccccc1CCC(=O)Nc1cccc(S(=O)(=O)N2CCCCCC2)c1	-11	-5	-12	-0.7	2	-1	2	4	0
28	CCCOc1ccc(NC(=O)CNC(=O)c2cc(OC)cc(OC)c2)cc1OCCC	9	4	4	4.9	7	5	10	7	7
29	CCC(=O)Nc1nnc(-c2ccc(OC)cc2)o1	-1	8	0	4.8	5	6	6	7	1
30	CCOC(=O)CSc1nnc(CCCCCN2C(=O)c3cccc4cccc(c34)C2=O)o1	-9	2	0	1.9	4	0	2	9	3
31	COc1ccc(NC(=O)/C(=C/c2cccnc2)NC(=O)c2cccs2)cc1	2	-3	1	-0.4	2	4	1	4	-1
32	O=CNc1ccccc1Oc1ccccc1	-4	-1	0	-2.0	0	0	1	6	2
33	COc1ccc(/C=C/C(=O)NC(=S)NCCc2ccc(OC)c(OC)c2)cc1	-5	5	1	2.3	5	0	4	9	2
34	OCCN1CCN(c2ncnc3nc[nH]c23)CC1	0	0	2	2.0	0	0	-2	5	-2
35	COc1ccc(S(=O)(=O)N(Cc2ccccc2)Cc2nc(-c3ccccc3)no2)cc1	-2	-4	1	0.0	6	4	-2	1	-2
36	CCC(=O)NC(=S)Nc1ccc(S(=O)(=O)NC(C)C)cc1	5	3	1	-0.1	3	2	-1	8	5
37	CN(C(=O)CCN1C(=O)c2ccccc2C1=O)C1CCCCC1	-2	6	-3	0.2	3	1	-8	0	1
38	O=C(CSc1ncnc2sc3c(c12)CCCC3)c1ccco1	8	8	2	-4.0	4	12	37	-1	3
39	Cc1ccc(S(=O)(=O)N(CC(=O)Nc2cccc(N(C)S(C)(=O)=O)c2)c2ccc(Cl)c(Cl)c2)cc1	-33	5	-25	0.3	-1	-4	-1	7	-10
40	NS(=O)(=O)c1ccc(CNC(=S)NCc2ccc(F)cc2)cc1	-12	6	2	-1.0	0	-1	-1	5	6

# Quoted from above: entries 1 to 12
no.	Molecule	PME-1 inh	MCL1 BIM primary	Fam108B inh	MEX-5 binding	BCLXL inh	pPAFAH inh	AHR act	GLD-1 TGE inh	PAFAH1B2 inh
1	Cc1cc(C)c(NC(=O)CNC(=O)COC(=O)CNC(=O)c2ccc(Cl)cc2Cl)c(C)c1	-6	-6	7	-1.3	2	5	0	6	1
2	CCc1ccc(N2CC(C(=O)N3CCN(c4ccccn4)CC3)CC2=O)cc1 (stereo unspecified)	4	-7	-1	-0.7	-3	1	-1	-6	4
3	COc1ccc(NC(=O)CN(C)C(=O)c2cc3c(s2)CCC(C)C3)cc1 (stereo unspecified)	2	2	-1	4.5	4	-2	1	-1	2
4	COC1CCCCC1NS(=O)(=O)c1ccc(Cl)cc1 (stereo unspecified)	1	1	0	2.6	3	4	2	-2	0
5	COc1ccc(C=O)cc1COc1ccccc1F	-3	-5	-4	0.1	0	8	4	-1	5
6	O=C(O)COc1ccc(/C=N/NC(=O)C2CCCN2S(=O)(=O)c2ccc(Cl)cc2)cc1 (stereo unspecified)	-4	-15	-5	-0.8	-7	5	6	3	1
7	O=Cc1c[nH]c2ccc(S(=O)(=O)N3CCOCC3)cc12	-3	-2	7	0.8	0	2	-1	0	2
8	CCOc1ccccc1NC(=O)c1ccc(S(=O)(=O)N2CCOCC2)cc1	3	-3	6	1.8	-3	0	14	-2	6
9	Cc1ccc(C2CC(=O)C(C=NCCN3CCN(C(=S)Nc4ccccc4)CC3)=C(O)C2)cc1 (stereo unspecified)	2	7	-2	-3.3	-1	1	-2	15	-3
10	COC(=O)c1cc2c(cc1NC(=O)CSCCc1ccccn1)OCO2	-3	26	-2	-7.5	31*	6	-1	-8	0
11	Nc1nc2ccc(C(=O)Nc3ccccc3)cc2s1	-6	4	5	0.2	3	-3	100*	9	1
12	CCc1nnc(NC(=O)CSc2nnc(-c3ccoc3C)n2-c2cccc(C)c2)s1	-2	5	1	1.0	2	0	8	6	6

# The list goes on.
no.	Molecule	PME-1 inh	MCL1 BIM primary	Fam108B inh	MEX-5 binding	BCLXL inh	pPAFAH inh	AHR act	GLD-1 TGE inh	PAFAH1B2 inh
41	Cc1[nH]c(C)c(S(=O)(=O)N2CCN(c3cccc(Cl)c3)CC2)c1C(=O)N1CCCCC1	5	-4	3	-1.2	0	6	23	-4	12
42	CC1CC(C)CN(C(=O)COc2ccc([N+](=O)[O-])cc2Cl)C1 (stereo unspecified)	0	-5	5	-1.4	-3	-5	2	4	4
43	Cc1ccc2c(c1)N(CC(=O)NCCc1c[nH]c3ccccc13)C(=O)CO2	4	8	1	3.3	4	4	13	6	5
44	COc1cccc(CNC(=O)Cc2ccc(NC(=O)C3=C(C)OCCS3)cc2)c1	6	21	-5	-0.3	8	21	5	2	3
45	CC(OC(=O)c1cccc(S(=O)(=O)N2CCCC2)c1)C(=O)c1ccccc1 (stereo unspecified)	4	-6	2	-1.1	-2	-3	0	10	4
46	Cc1ccc(C(=O)C(C(=O)/C=C/c2ccccc2)=C2SCCCS2)cc1	-10	9	-5	2.3	6	1	-1	0	6
47	Cc1ccc(S(=O)(=O)N2CCCCC2)cc1NC(=O)c1cccs1	6	-18	.	.	-6	5	2	-4	3
48	CCOC(=O)N1CCN(C(=O)c2ccc3nc4cc(Cl)ccc4c(=O)n3c2)CC1	1	-1	-4	1.3	-5	-7	5	2	4
49	CC(C)(C)OC(=O)N1CCC(C(=O)N[C@@H](Cc2c[nH]c3ccccc23)C(=O)O)CC1	4	4	8	3.1	8	1	12	8	6
50	CNC(=S)N/N=C/c1cc(Br)c(OCc2ccncc2)c(OC)c1	-2	5	2	-1.6	11	5	-1	6	2
51	NNc1ncnc2sc3c(c12)CCC3	2	-3	0	1.2	3	7	37	-1	3
52	Cc1cc(C)nc(/N=C(\N)Nc2ccc(S(=O)(=O)Nc3nccc(C)n3)cc2)n1	-4	14	-1	0.5	14	5	8	-3	-3
53	O=C(CN1C(=O)c2ccccc2S1(=O)=O)NCCSCc1ccco1	4	2	0	-0.1	-3	5	4	4	6
54	CCOc1ccc(S(=O)(=O)/N=C(/Nc2ccc(C)c(S(=O)(=O)N3CCOCC3)c2)c2ccccc2)cc1	.	.	.	.	.	6	2	3	16
55	COc1ccc(NS(=O)(=O)c2cc(NC(=O)[C@@H](NC(=O)c3ccccc3)C(C)C)ccc2C)cc1	-2	6	5	1.7	3	9	0	5	-3
56	Cc1ccc(NC(=O)Cc2cn3ccsc3n2)nc1	5	6	2	5.1	3	1	5	1	-1
57	O=C(Cn1ccc([N+](=O)[O-])n1)NCc1cccs1	-2	4	3	1.6	6	2	-2	6	-1
58	CCNC(=S)NNC(=O)C(c1ccccc1)c1ccccc1	-5	6	0	1.2	0	1	-1	-6	6
59	Cc1cc(S(=O)(=O)N2CCC3(CC2)OCCO3)c(C)cc1Cl	14	-2	-1	4.1	1	-2	3	10	-2
60	O=C(Cc1ccccc1F)Nc1ccc(S(=O)(=O)Nc2ncccn2)cc1	-1	-5	3	-4.0	3	6	-3	3	0
61	C[C@@]12CCC3[C@@](CCC4[C@@]3(C)CCC[C@@]4(C)C(=O)N3CCCCC3)(CC1=O)C2 (stereo partly specified)	1	0	.	.	2	4	-1	8	9
62	O=[N+]([O-])/C=C/c1ccc2c(ccn2Cc2ccccc2)c1	-9	2	-4	-3.3	-5	15	0	7	3
63	COc1ccc(-c2c(C)oc3ccc(C)cc23)cc1	-8	2	-1	-0.1	1	-2	35	-2	1
